# Anthrax LF inh2 = anthrax lethal factor protease inhibition; P15917; multiplex microsphere protease cleavage assay, LF; 0.12% of 360,000 active; inhibition, % at 10 µM; AID 588501; note: plate controls were buffer without enzyme for full effect and enzyme alone for no effect
# Target sequence (P15917 whole entry, looked up): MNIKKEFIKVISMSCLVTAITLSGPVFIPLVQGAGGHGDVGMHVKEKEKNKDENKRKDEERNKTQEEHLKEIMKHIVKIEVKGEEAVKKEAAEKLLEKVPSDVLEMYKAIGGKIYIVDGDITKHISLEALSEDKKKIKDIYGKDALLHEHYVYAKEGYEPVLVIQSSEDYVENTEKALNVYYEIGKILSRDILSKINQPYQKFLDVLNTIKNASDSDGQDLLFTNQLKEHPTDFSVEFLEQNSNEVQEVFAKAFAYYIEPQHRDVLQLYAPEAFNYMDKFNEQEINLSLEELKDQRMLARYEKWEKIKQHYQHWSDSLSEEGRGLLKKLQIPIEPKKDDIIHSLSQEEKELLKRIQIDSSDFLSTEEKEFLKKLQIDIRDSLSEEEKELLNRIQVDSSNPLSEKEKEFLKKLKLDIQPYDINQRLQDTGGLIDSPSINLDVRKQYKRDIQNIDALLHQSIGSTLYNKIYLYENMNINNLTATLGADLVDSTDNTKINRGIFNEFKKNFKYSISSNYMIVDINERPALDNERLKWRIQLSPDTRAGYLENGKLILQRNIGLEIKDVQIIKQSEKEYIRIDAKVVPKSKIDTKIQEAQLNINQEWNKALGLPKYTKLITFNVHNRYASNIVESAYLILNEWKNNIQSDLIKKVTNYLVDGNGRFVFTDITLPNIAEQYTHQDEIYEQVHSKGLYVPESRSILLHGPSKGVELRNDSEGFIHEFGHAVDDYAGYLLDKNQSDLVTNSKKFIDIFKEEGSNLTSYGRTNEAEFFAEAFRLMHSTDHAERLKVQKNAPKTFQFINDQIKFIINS
# BoNT A protease = inhibitors of Botulinum neurotoxin A light chain protease | multiplex microsphere protease substrate cleavage, flow cytometry | inhibition, % at 10 µM | AID 588499 | 0.17% of 360,000 active; note: plate controls were buffer without enzyme for full effect and enzyme alone for no effect
# Y pestis TopoI = blocks Yersinia pestis topoisomerase I activity. Y. pestis Topo-I cleavage product accumulation, plate reader. activity, % at 10 µM. 0.064% of 360,000 active; in the data active = activity above about 50%, passing the limit was not always enough; inconclusive = no clear call, values can overlap the other calls; note: inactives centre near 2
# BH1578 lux ind = inducers of Vibrio cholerae quorum light production without autoinducers | V. cholerae BH1578 lux reporter, luminescence, 6 h | activation, % at 18.7 µM | 0.16% of 350,000 active; in the data active = activation mostly above about 9.7%, no sharp cut-off; inconclusive = no clear call, values can overlap the other calls; inactive = mostly below about 3.7%; note: not every result past the cut was called active; inactives centre near 0; reference of the scale not given here
# PriA SSB inh = blocks PriA binding to SSB C-terminal tail; inhibition, % at 33 µM; 0.6% of 430,000 active; AID 1272365; AlphaScreen SSBct-PriA binding, biotinylated peptide; in the data active = inhibition mostly above about 37%, no sharp cut-off; inactive = mostly below about 20%;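 note: plate controls were negative control peptide for no effect and reference peptide for full effect; strong numbers were not always called active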
# SARS 3CLpro inh = SARS-CoV 3CLpro protease inhibition; P0C6X7; recombinant SARS-CoV 3CLpro, quenched FRET peptide cleavage; inhibition, % at 6 µM; 0.14% of 290,000 active; AID 1706; in the data active = inhibition above about 12%
# PrPC TRFRET = cell surface PrPC inhibition, primary TR-FRET screen; TR-FRET read-out; inhibition, % at 13.8 µM; 0.43% of 370,000 active; in the data active = inhibition above about 24%; note: 0% = median of the test wells and 100% = reference compound wells
# TcdB GH inh = blocks C. difficile toxin B glycohydrolase activity | P18177 | TcdB glycohydrolase enzymatic assay, plate reader | inhibition, % at 9.99 µM | 0.24% of 350,000 active; in the data active = inhibition above about 10%
# PfHsp40 yeast = restores yeast growth despite PfHsp40 toxicity | S. cerevisiae expressing PfHsp40, growth rescue, ATP luminescence | growth rescue, % at 12.5 µM | 0.68% of 340,000 active | AID 504582; in the data active = growth rescue above about 28%, passing the limit was not always enough; inconclusive = no clear call, values can overlap the other calls;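 note: yeast W303a lacking pdr1 and pdr3 grown in galactose medium; growth measured after three days at 30 °C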
# Active calls of the source: *; i = inactive; ? = inconclusive; · = no result given; & = joins results of further samples. Cut-off read from the data, not from the text of the source, unless noted: active = inhibition above about 30%; inconclusive = no clear call, values can overlap the other calls; inactive = below that. Some of the compounds tested; the hit share may differ from the screen's.
# Sequence of screens: Anthrax LF inh2, BoNT A protease, Y pestis TopoI, BH1578 lux ind, PriA SSB inh, SARS 3CLpro inh, PrPC TRFRET, TcdB GH inh, PfHsp40 yeast
CC1CN(C(=O)CCC(=O)NCc2ccc(F)cc2)c2ccccc2S1 (stereo unspecified)
  0.8, 0.4, 15.3, -0.2, -4.9, -3.8, -2.1, 2.7, 1.1
COc1ccc(NC(=O)NC23CC4CC(CC(C4)C2)C3)cc1OC
  0.2, -0.1, 11.9, 6.9, 14.9, -8.2, 0.5, ·, -0.5
CC(Cc1ccccc1)NC(=O)/C=C/C(=O)O (stereo unspecified)
  0.2, 0.0, 3.2, i, -14.5, -0.8, 1.2, -1.1, -0.2
CNc1ccccc1C(=O)OCC(=O)N1CCc2ccccc2C1
  -0.6, -0.4, 10.1, i, ·, ·, -4.4, 0.6, ·
Cc1nc(SCC(=O)Nc2cc(Cl)ccc2[N+](=O)[O-])nc(C)c1C
  -1.2, 0.3, 27.7, i, 52.2*, -1.3, -23.4, ·, 0.7
O=C(Nc1ccccc1)Nc1nc2ccccc2s1
  -0.7, -1.0, -0.3, i, 0.4, 0.7, 19.2, -0.8, 0.1
CSc1nc(-c2ccco2)nn1C(=O)c1ccc(C)cc1
  3.5, -0.1, -3.5, -0.4, -2.3, 1.1, -2.4, 1.9, 0.1
CCCCCCCCN1C(=O)[C@H](CC(=O)NCc2cccs2)C[C@@]2(C(=O)OCC)CCCC=C12
  -0.9, -0.4, ·, ·, ·, ·, 4.5, 1.5, ·
N=c1c2c(n(Cc3ccc([N+](=O)[O-])cc3)c3c1CCC3)CCCC2
  -3.7, -1.3, -8.4, i, -0.8, 1.2, -7.0, 1.6, 0.5
C=CCn1c(SCc2ccccc2)nc(O)cc1=O
  0.4, 1.1, -2.2, -0.1, -8.1, 6.5, 3.6, ·, -0.6
Cc1cc(C(=O)N2CCCC(C(=O)c3ccc(Oc4ccccc4)cc3)C2)n[nH]1 (stereo unspecified)
  -1.2, -1.8, 23.4, -0.7, 17.1, -3.6, 0.6, 1.9, 0.4
CN1CCN(CCCNC(=O)c2ccc(CS(=O)(=O)c3ccc(Br)cc3)o2)CC1
  -6.5, 0.1, -6.3, -0.4, -9.0, -1.2, -2.5, 0.7, -1.0
Cc1ccc2c(c1)C(O)(CC(=O)c1cccc(-n3cccc3)c1)C(=O)N2 (stereo unspecified)
  -0.8, -1.2, -4.7, -0.2, 37.2, 1.9, -14.2, -0.3, -1.1
O=C1CCCN1CCCNc1ccc2nnc(CCC(=O)N3CCN(c4ccccc4)CC3)n2n1
  1.9, -0.5, 5.5, -0.2, 2.8, 0.2, 5.0, -0.5, -0.4
CN1CCCN(C(=O)c2ccc(Cl)c(S(=O)(=O)N(C)c3ccccc3)c2)CC1
  -13.9, -0.1, -6.1, i, -5.6, -4.0, -1.4, ·, -1.2
Cc1cc(C)n2nc(NCc3ccccc3)nc2n1
  0.3, ?, 2.1, -1.7, -14.2, 0.5, -0.6, ·, -0.6
CSc1nc2nccc(-c3ccc(Oc4ccccc4)cc3)n2n1
  2.6, 1.2, ?, 1.0, 1.5, 3.7, 0.6, ·, -0.6
Cc1ccc(CCNC(=O)c2cc(S(=O)(=O)N3CCCCC3)c[nH]2)cc1
  -5.8, 0.2, 16.4, -0.3, -8.4, -1.5, 4.0, 1.1, -0.7
O=[N+]([O-])c1cnccc1Nc1ccc(Cl)cc1
  -16.5, ?, -7.8, i, -7.2, 0.9, -39.5, 1.5, 0.3
CCCOc1ccc(NC(=O)CC2C(=O)N(C)C(=S)N2Cc2cccs2)cc1 (stereo unspecified)
  -2.6, 0.1, 7.2, 5.6, -12.8, 0.0, 5.6, ·, -0.9
Cc1ccc(NC(=O)CCNS(=O)(=O)c2ccc3[nH]c(=O)oc3c2)cc1
  -4.8, -3.3, -2.7, -2.6, -12.1, -3.2, -0.8, 1.4, 0.2
COCCN(CC(=O)NCc1ccc2c(c1)OCO2)C(=O)CCC(=O)Nc1nccs1
  -1.6, -0.1, -8.6, i, -6.7, -3.0, 3.9, ·, -1.1
CCCc1cc(=O)[nH]c(SCC(=O)N2CCN(c3ccc(F)cc3)CC2)n1
  -2.1, 0.2, 8.1, ·, -10.0, 2.3, -0.6, ·, 3.8
O=C(O)c1cccc(C(=O)c2cccc(C(=O)O)c2)c1
  -2.6, 0.3, 3.6, 2.0, -3.4, 4.3, 1.9, -0.8, -0.5
Clc1ccc(-c2nnc(-c3cccc4ccccc34)o2)cc1
  3.4, -0.1, 1.9, i, -2.5, ·, 6.5, 0.9, -0.6
O=C(CCn1c(=S)oc2ccccc21)Nc1ccc(F)cc1
  -2.7, -0.4, 1.1, -0.3, -11.0&-18.5, 0.4, 3.5, 1.0, 2.2
CC(=O)Nc1ccc(S(=O)(=O)/N=C2\C(=O)c3ccccc3C([O-])=C2n2cc[n+](-c3ccccn3)c2)cc1
  1.2, -1.3, -3.4, 3.7, ·, 2.0, -34.6, 0.8, -0.5
COC(=O)CCC(=O)Nc1cccc([N+](=O)[O-])c1
  -0.4, 0.7, 1.6, -0.4, -2.5, -0.6, -11.4, 1.9, 0.3
Cc1c(C(=O)NC2CCOC2)oc2c(F)cccc12 (stereo unspecified)
  -0.4, 0.8, 1.4, i, -2.8, -4.5, -2.2, 1.0, -0.3
COc1cccc(CNS(=O)(=O)c2c(C)nc3scc(C)n3c2=O)c1
  1.2, 1.3, 5.1, 0.4, -1.5, 3.1, -0.5, 2.4, -0.3
NC(=O)c1nsc(C(=O)N(c2ccccc2)C(C(=O)NC2CCCC2)c2ccc3ncccc3c2)c1N (stereo unspecified)
  5.3, 1.8, 25.7, -0.5, -2.1, 6.2, 4.2, -0.9, -2.0
Cc1ccc(-c2nc(C3CCCN(S(=O)(=O)c4ccc(C(C)(C)C)cc4)C3)no2)cc1 (stereo unspecified)
  0.4, -0.3, -5.2, -0.1, -11.5, -2.0, 9.6, 2.6, -0.4
COc1ccccc1C(=O)NCCC(=O)N(Cc1ccco1)Cc1cccs1
  3.5, 3.4, 31.9, -0.3, 13.1, 3.9, -9.1, 0.8, 3.0
O=c1[nH]c2ccc(Cl)cc2c(O)c1-c1ccccc1
  -2.6, -0.1, -2.7, -3.3, -10.6, -4.1, -0.7, ·, -0.3
C=CCn1c(O)c(C(C)=NCCCn2ccnc2)c(=O)[nH]c1=O
  -12.7, -4.8, -8.4, -0.4, 2.4, -1.0, 3.5, 0.9, -1.9
Cc1cccc(NC(=O)C2SC(=Nc3c(C)cccc3C)C(C(=O)N3CCOCC3)=C2N)c1 (stereo unspecified)
  0.0, 0.6, 15.4, -1.7, -4.7, -1.3, 8.1, 1.4, -0.3
O=C(CCCN1C(=O)c2cccnc2Oc2ccc(Cl)cc21)N1CCCCC1
  0.2, 0.3, 12.3, i, -0.8, 1.5, 4.9, 1.0, 1.1
CCc1ccc(-c2csc(NC(=O)C3=NN(c4ccccc4)C(=O)CC3)n2)cc1
  -3.0, -0.3, 8.4, -0.3, 2.8, -3.5, 1.0, ·, 1.1
CCNC(=O)COc1ccc(/C=C2\COc3ccccc3C2=O)cc1OC
  3.5, -6.5, 9.7, -0.5, -2.2, 5.4, -1.8, 0.4, 1.8
COc1cccc(N2CC(C(=O)Nc3nnc(SCC(=O)c4ccccc4)s3)CC2=O)c1 (stereo unspecified)
  0.2, 0.1, 2.8, -0.2, 3.5, 2.6, -2.3, -1.1, -0.2
C#C[C@@]1(O)CCC2C3CCC4=C/C(=N/OCC(=O)NC(CCC(N)=O)C(=O)O)CC[C@]4(C)C3CC[C@@]21C (stereo partly specified)
  3.2, -0.2, -7.5, -0.7, ·, 4.1, 4.5, 0.4, 0.4
O=C(N/N=C/c1ccccc1[N+](=O)[O-])c1ccc(CN2CCOCC2)cc1
  -0.7, -0.8, -8.1, -0.2, ·, -2.3, -28.9, 1.8, -0.7
COc1cccc(C2=NOC(C(=O)Nc3cc(C)nn3-c3ccccc3)C2)c1OC (stereo unspecified)
  -1.7, -0.1, -0.3, -0.2, -1.3, -2.8, -3.8, -0.3, -0.2
CN1CCCN(C(=O)c2ccc(Br)cc2)CC1
  -0.1, 0.6, 2.6, 0.7, -8.3, -2.6, -7.9, 1.3, 0.2
O=C(NCCF)[C@H]1C[C@@H]1[C@H](NP(=O)(c1ccccc1)c1ccccc1)c1ccccc1
  -5.2, -0.3, 14.0, -5.0, -7.6, -1.6, 5.3, 0.1, -1.4
COc1ccc(NC(=O)c2ccc3nc(C)sc3c2)cc1
  5.6, -0.9, -2.7, -0.3, -6.1, 0.4, 9.4, 1.2, -0.5
O=C(NCc1cc(C(F)(F)F)cc(C(F)(F)F)c1)C12CN(Cc3ccccc3)CC1C(c1cccc([N+](=O)[O-])c1)=NO2 (stereo unspecified)
  -3.0, 0.2, -7.0, i, -7.2, 10.6, ·, ·, -0.5
CCN1C(=O)/C(=C\N2CCN(C)CC2)SC1=S
  4.3, 0.0, -2.0, -0.2, -3.2, -3.6, -5.5, ·, -2.0
Cc1cc(N2CCCC2=O)ccc1S(=O)(=O)Nc1c(C)nn(C)c1C
  -0.7, 0.6, -5.0, -0.2, -5.0, 0.6, 17.4, -4.5, -1.1
COc1cccc2cc(C(=O)Nc3ccc(S(=O)(=O)NCC4CCCO4)cc3)c(=O)oc12 (stereo unspecified)
  -32.0, -24.5, -0.9, -0.7, 1.1, 4.5, -8.0, 0.4, 1.2
Cc1cc(F)ccc1NC(=O)C1CSC2(C)CCC(=O)N12 (stereo unspecified)
  ?, ?, 1.2, i, -9.5, ·, -2.2, 1.9, -0.4
OCCN=C1CCCc2c1[nH]c1ccc(Cl)cc21
  -25.5, ?, 4.2, -0.1, -6.9, 6.9, -2.3, 1.0, -0.4
CC(C)(C)NNC(=S)Nc1cccc(C(F)(F)F)c1
  ·, ·, -7.2, 0.2, -5.8, -0.6, 9.6, 1.2, 2.0
COc1ccc(C(CNC(=O)c2oc3ccc(Cl)cc3c2C)N2CCCCC2)cc1 (stereo unspecified)
  ·, ·, 1.0, -0.2, -10.5, -0.8, 1.1, 2.6, -1.6
CCOC(=O)c1c(-c2cccc(C)c2)csc1NC(=O)C1CC=CCC1C(=O)O (stereo unspecified)
  -2.3, -0.8, 23.0, -0.5, -18.9, 0.4, -6.8, ·, -1.0
Cc1cc(C)nc(SCC(=O)Nc2ncc(Cc3ccc(Cl)c(Cl)c3)s2)n1
  -5.3, -0.8, 5.3, 0.8, -8.3, -1.7, 2.6, -0.8, -1.1
CC(=O)Nc1cc(NC(C)=O)cc(C(=O)OC(C)C(=O)Nc2ccc(S(=O)(=O)N3CCCC3)cc2)c1 (stereo unspecified)
  2.3, -2.0, 4.7, -5.6, 3.0, ·, 3.7, 1.0, -0.1
CN(Cc1ccccc1)C(=C(Cl)Cl)/C(=C1/NCCN1Cc1ccc(Cl)nc1)[N+](=O)[O-]
  4.7, 2.7, -0.3, i, -15.8, -0.1, -8.0, ·, -0.2
CC(=O)Oc1ccc2c(c1)c(C(C)=O)c(C)n2C
  -2.4, -0.2, -6.1, -0.4, -24.8, -3.0, 1.8, ·, -0.8
CCN1CCN(CCC(=O)Nc2cc(C)ccc2C)CC1
  6.4, ?, -10.5, -0.2, -1.1, 1.0, 4.5, 0.6, -1.5
Cc1ccc(C(=O)N/C(=C\c2ccc(-c3cc(Cl)ccc3Cl)o2)C(=O)NCc2cccnc2)cc1
  -11.8, -0.1, 10.0, -0.5, -11.7, 2.5, 1.8, ·, 2.0

# Entries of single compounds, quoted from the list. Order of values: Anthrax LF inh2	BoNT A protease	Y pestis TopoI	BH1578 lux ind	PriA SSB inh	SARS 3CLpro inh	PrPC TRFRET	TcdB GH inh	PfHsp40 yeast
# `COc1ccc(NC(=O)c2ccc3nc(C)sc3c2)cc1` across the screens: 5.6	-0.9	-2.7	-0.3	-6.1	0.4	9.4	1.2	-0.5
# `COc1cccc2cc(C(=O)Nc3ccc(S(=O)(=O)NCC4CCCO4)cc3)c(=O)oc12` (stereo unspecified) across the screens: -32.0	-24.5	-0.9	-0.7	1.1	4.5	-8.0	0.4	1.2
# `Cc1cc(N2CCCC2=O)ccc1S(=O)(=O)Nc1c(C)nn(C)c1C` across the screens: -0.7	0.6	-5.0	-0.2	-5.0	0.6	17.4	-4.5	-1.1

# Source: PubChem
